Screening data deposited in PubChem BioAssay by The Scripps Research Institute Molecular Screening Center.
SIAE inh: human SIAE inhibitors, primary screen, biochemical, fluorescence polarization, FP-Rh probe, 1536-well HTS; SIAE FP-Rh probe binding; inhibition, % at 9.66 µM; Sialate O-acetylesterase (Homo sapiens), Q9HAT2; actives 0.69% (n = 370,000);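 active means inhibition above a cutoff: mean of compounds within the control limits plus 3 SD of those, cut at about 17% in these data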;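 further: 0% = plate median of compound wells and 100% = probe without SIAE protein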
PLC-gamma1 inh: PLC-gamma1 enzyme inhibitors, primary screen, biochemical, fluorescence, purified enzyme; 1-phosphatidylinositol 4,5-bisphosphate phosphodiesterase gamma-1 (Homo sapiens), P19174; actives 0.84% (n = 370,000); fluorogenic substrate; AID 720700, 2013; inhibition, % at 12.2 µM; in the data active means inhibition above about 9.5%
ADAM17 inh: ADAM17 inhibitors, primary screen, biochemical, QFRET. recombinant ADAM17, EDANS/DABCYL FRET peptide cleavage. inhibition, % at 6.95 µM. actives 0.83% (n = 370,000). AID 720648, 2013;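 active means inhibition above the mean of compounds lying between control limits plus 3 SD, set per campaign, cut at about 8.5% in these data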;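 further: 0% = DMSO-only wells as the low control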
Target sequence (P78536 215-824 limits assumed): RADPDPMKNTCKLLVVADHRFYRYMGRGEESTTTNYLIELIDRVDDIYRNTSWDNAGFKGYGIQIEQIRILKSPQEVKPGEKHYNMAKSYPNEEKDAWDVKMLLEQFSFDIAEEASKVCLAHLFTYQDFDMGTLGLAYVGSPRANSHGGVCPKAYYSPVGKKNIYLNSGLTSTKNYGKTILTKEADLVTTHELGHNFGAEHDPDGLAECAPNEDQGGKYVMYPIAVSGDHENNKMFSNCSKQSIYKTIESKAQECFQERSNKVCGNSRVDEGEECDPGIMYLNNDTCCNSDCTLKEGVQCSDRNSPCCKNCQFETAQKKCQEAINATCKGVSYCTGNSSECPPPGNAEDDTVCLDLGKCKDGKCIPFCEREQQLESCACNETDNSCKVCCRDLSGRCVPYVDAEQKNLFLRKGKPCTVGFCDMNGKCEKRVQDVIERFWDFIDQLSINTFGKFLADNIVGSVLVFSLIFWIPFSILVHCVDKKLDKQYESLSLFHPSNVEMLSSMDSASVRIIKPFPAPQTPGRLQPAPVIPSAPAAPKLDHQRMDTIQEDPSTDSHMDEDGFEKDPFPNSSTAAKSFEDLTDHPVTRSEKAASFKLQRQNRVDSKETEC
PLC-beta3 inh: human PLC-beta3 inhibitors, primary screen, biochemical, fluorescence. 1-phosphatidylinositol 4,5-bisphosphate phosphodiesterase beta-3 (Homo sapiens), Q01970. Purified PLC-beta3, fluorogenic substrate. inhibition, % at 12.2 µM. actives 0.18% (n = 370,000); in the data active means inhibition above about 11%;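 further: 0% = median of compound wells on plate and 100% = full blocker control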
TDP2 inh: human TDP2 enzyme inhibitors, primary screen, biochemical, epi absorbance, recombinant enzyme. actives 0.34% (n = 370,000). inhibition, % at 12.8 µM. Tyrosyl-DNA phosphodiesterase 2 (Homo sapiens), O95551. T5PNP hydrolysis, p-nitrophenol absorbance 415 nm. AID 720702, 2013;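 active means inhibition above the mean of all tested compounds plus 3 SD, set per campaign, cut at about 25% in these data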;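 further: 0% = DMSO with enzyme and 100% = buffer with substrate but no TDP2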
Target sequence (O95551 whole entry, looked up): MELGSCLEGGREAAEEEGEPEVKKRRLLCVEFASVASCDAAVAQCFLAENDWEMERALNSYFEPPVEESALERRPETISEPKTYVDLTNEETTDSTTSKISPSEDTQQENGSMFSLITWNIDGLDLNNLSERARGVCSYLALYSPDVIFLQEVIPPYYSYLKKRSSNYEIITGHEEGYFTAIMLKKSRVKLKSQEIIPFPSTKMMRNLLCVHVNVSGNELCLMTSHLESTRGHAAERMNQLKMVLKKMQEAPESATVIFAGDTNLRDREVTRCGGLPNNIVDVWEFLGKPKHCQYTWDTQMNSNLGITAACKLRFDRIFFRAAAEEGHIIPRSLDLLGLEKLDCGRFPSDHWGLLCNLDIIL
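System: recombinant human TDP2 / Amount: 120 nM TDP2 per well / Also added: 5 mM T5PNP chromogenic substrate / Doses: 12.8 µM single point, 1% DMSO / Incubation: 2 h at 37 °C / Detection: p-Nitrophenol epi absorbance / Evaluation: % inhibition relative to enzyme-containing and enzyme-free wells / Repeats: singlicate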
DDE Tn6 FP inh: inhibitors of Tn6 peptide binding to fibrin DD(E), primary screen, biochemical, fluorescence polarization, human fibrin, Tn6 probe; Fibrin DD(E) TRITC-Tn6 fluorescence polarization displacement; actives 0.21% (n = 370,000); Fibrinogen beta chain (Homo sapiens), P02675; inhibition, % at 8.3 µM; AID 720509, 2013;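 active means inhibition above a per-campaign cutoff: mean of compounds within control limits plus 3 SD, cut at about 15% in these data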;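 further: 0% = median of all compound wells on the plate and 100% = blocking peptide control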
ADAM10 inh: human ADAM10 inhibitors, primary screen, biochemical, QFRET, HTS | inhibition, % at 7 µM | recombinant ADAM10, EDANS/DABCYL FRET peptide cleavage, 3 h | AID 720582, 2013 | actives 0.62% (n = 370,000) | Disintegrin and metalloproteinase domain-containing protein 10 (Homo sapiens), O14672;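 active means inhibition above a per-campaign cutoff equal to the mean of compounds falling between control-based bounds plus 3 SD, cut at about 20% in these data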;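 further: 0% = DMSO wells while the 100% control is not disclosed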
ASAP1 GAP inh: inhibitors of human ASAP1 ArfGAP activity, primary screen, biochemical, fluorescence polarization; Arf-GAP with SH3 domain, ANK repeat and PH domain-containing protein 1 (Homo sapiens), …; ASAP1-stimulated ARF1 GTP hydrolysis, GDP FP detection; inhibition, % at 16.5 µM; AID 624377, 2012; actives 0.19% (n = 360,000); in the data active means inhibition above about 25%;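 further: 0% = vehicle with enzyme and substrate and 100% = no enzyme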
DDE Tn7 FP inh: inhibitors of Tn7 peptide binding to fibrin DD(E), primary screen, biochemical, fluorescence polarization, human fibrin, Tn7 probe; Fibrinogen beta chain (Homo sapiens), P02675; FP displacement of FITC-Tn7 peptide from fibrin DD(E); 0% = median of compound wells per plate; inhibition, % at 8.3 µM; actives 0.13% (n = 370,000); AID 720508, 2013;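 active means inhibition above the mean of compounds falling within the control limits plus 3 SD of them, cut at about 14% in these data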;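 further: 0% = plate median of compound wells and 100% = 10 µM Aha-Tn7 peptide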
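Also added: labelled Tn7 tracer, 0.1 µM; Assay system: human fibrin DD(E) protein; Amount: 2 µM fibrin DD(E); Schedule: 10 min compound pre-incubation, 3 h probe incubation at room temperature; Repeats: one replicate per compound; Read-out basis: percent inhibition; Measured by: fluorescence polarization of the labelled Tn7 tracer.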
ARFGAP1 inh: inhibitors of rat ARFGAP1 GAP activity, primary screen, biochemical, fluorescence polarization, GDP tracer; Arfgap1-stimulated ARF1 GTP hydrolysis, GDP FP detection; inhibition, % at 16.5 µM; actives 0.26% (n = 360,000);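 active means inhibition above a per-plate limit, mean inhibition of low control wells plus 3 SD, cut at about 25% in these data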;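 further: 0% = DMSO wells with enzyme and 100% = wells lacking Arfgap1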
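System: truncated rat Arfgap1 GAP domain / Medium: HEPES-based buffer, pH 7.5 / Also added: N-terminally truncated human ARF1-GTP substrate / Incubation: enzyme reaction 120 min at 25 °C after 20 min preincubation / Measured by: FP of antibody-bound GDP Alexa 633 tracer, ex 620/em 688 nm / Replicates: singlicate, each compound tested once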
Active calls of the source: *; i = inactive.

SMILES	SIAE inh	PLC-gamma1 inh	ADAM17 inh	PLC-beta3 inh	TDP2 inh	DDE Tn6 FP inh	ADAM10 inh	ASAP1 GAP inh	DDE Tn7 FP inh	ARFGAP1 inh
O=C(Nc1nc2ccc(F)cc2s1)C1CCCO1 (stereo not drawn)	-6	1	-1	4	-10	1	-3	-2	4	2
C=CCN1C(=O)CN=C1NCc1ccccc1	5	-9	-4	-8	2	7	-6	-6	11	-7
COc1cc2[nH]c(=O)c(C(=O)NCCCN3CCOCC3)c(O)c2cc1OC	-8	-29	-102	-34	-14	3	-302	10	3	-9
Cc1ccc(S(=O)(=O)/N=C(/Nc2ccc([N+](=O)[O-])cc2[N+](=O)[O-])c2ccccc2)cc1	4	2	2	-7	4	5	-3	-10	5	1
CCCc1nc2nc(C)c(NS(=O)(=O)c3ccc(CC(C)C)cc3)c(=O)n2[nH]1	-1	1	-3	1	-6	-4	5	3	-5	2
COCC(=O)N1CCCC(N(C)CCc2ccc(OC)c(OC)c2)C1 (stereo not drawn)	-5	-2	-8	-4	-9	-7	-9	-14	5	5
Cn1c2c(c(=O)n(C)c1=O)C(CC(=O)Nc1ccccc1)C(=O)N2 (stereo not drawn)	1	3	0	2	3	-6	5	0	1	3
O=C(/C=C(O)/C=C/c1ccc(O)cc1)/C=C/c1ccc(O)cc1	-5	-146	-3	-176	-1	-2	-12	-2	-12	7
CCCCCCn1cc(CN2CC(N(C)CCC)CS2(=O)=O)nn1 (stereo not drawn)	-2	-1	-3	0	3	4	-10	14	4	12
Cc1ccc(-n2c(-c3c(-c4ccccc4)noc3C)n[nH]c2=S)cc1	5	7	3	1	-14	-7	4	7	4	3
COc1cc(OC)c(OC)cc1C=NCC1(c2ccccc2)CCCC1	-2	-15	-12	-21	-6	1	-32	-8	0	10
COc1ccccc1CNC(=O)CN1CCC(NC(=O)c2ccccc2F)CC1	-7	2	-3	0	3	-5	-3	-3	5	3
COc1ccc(S(=O)(=O)Nc2cccnc2)cc1OC	-1	-1	1	0	2	-1	1	0	-1	-13
CCOC(=O)C1CCN(C(=O)COC(=O)CNC(=O)c2ccc(OC)cc2)CC1	-5	3	-2	-2	-8	1	2	-9	-5	4
COc1ccc(Cl)cc1C(=O)NNC(=S)NC1CCCC1	7	-1	4	-1	0	-9	-4	5	2	2
Cc1ccc(C)c(NS(=O)(=O)c2cc(C(=O)N3CCCC3)ccc2Cl)c1	-1	3	-4	-5	-5	-5	-2	4	3	2
CNC(=S)N(CCc1ccccc1)Cc1cc2cc(OC)c(OC)cc2[nH]c1=O	6	-20	-87	-24	-15	-1	-300	-1	-1	1
CCCc1ccc2oc(C(=O)N(C)CCn3ccnc3C)c(C)c2c1	4	2	-4	-4	8	-2	-7	-9	-4	12
CC(C)c1ccc(NC(=S)NN2CCOCC2)cc1	7	3	-4	4	-4	1	-7	2	4	-8
O=C(N/N=C/c1c(O)n(-c2ccccc2Cl)c(=O)c2ccccc12)c1cccnc1	9	-415	-160	i	-25	5	-490	5	-2	6
Cc1ccnc2nc(C(=O)OCCOc3ccc(Cl)cc3)nn12	-4	2	-4	2	9	-10	4	0	4	0
CCCC1CCC(=NNC(=O)OC(C)(C)C)CC1 (stereo not drawn)	0	3	-1	3	6	8	4	-7	-3	-9
CCN(Cc1ccccc1)S(=O)(=O)c1ccc(C(=O)N(CCCN(C)C)c2nc3c(F)cccc3s2)cc1	7	2	3	-6	-1	1	1	2	-4	13
Cc1cc(NC(=O)C(C)SCC(=O)Nc2nc3c(F)cc(F)cc3s2)no1 (stereo not drawn)	-16	-7	0	-15	9	2	-6	-1	1	-22
Cc1cc(C)n(C(=O)Cn2nc([N+](=O)[O-])cc2C)n1	0	0	-3	-1	19	2	-3	-2	7	12

As entered above:
For ADAM10 inh, COc1ccccc1CNC(=O)CN1CCC(NC(=O)c2ccccc2F)CC1 reads -3
For PLC-gamma1 inh, O=C(N/N=C/c1c(O)n(-c2ccccc2Cl)c(=O)c2ccccc12)c1cccnc1 reads -415
For DDE Tn7 FP inh, Cc1cc(NC(=O)C(C)SCC(=O)Nc2nc3c(F)cc(F)cc3s2)no1 (stereo not drawn) reads 1
For DDE Tn6 FP inh, Cc1ccc(C)c(NS(=O)(=O)c2cc(C(=O)N3CCCC3)ccc2Cl)c1 reads -5

2 entries drawn at random from those above, as already listed:
SMILES	SIAE inh	PLC-gamma1 inh	ADAM17 inh	PLC-beta3 inh	TDP2 inh	DDE Tn6 FP inh	ADAM10 inh	ASAP1 GAP inh	DDE Tn7 FP inh	ARFGAP1 inh
CNC(=S)N(CCc1ccccc1)Cc1cc2cc(OC)c(OC)cc2[nH]c1=O	6	-20	-87	-24	-15	-1	-300	-1	-1	1
CCCc1ccc2oc(C(=O)N(C)CCn3ccnc3C)c(C)c2c1	4	2	-4	-4	8	-2	-7	-9	-4	12

Additional records
SMILES	SIAE inh	PLC-gamma1 inh	ADAM17 inh	PLC-beta3 inh	TDP2 inh	DDE Tn6 FP inh	ADAM10 inh	ASAP1 GAP inh	DDE Tn7 FP inh	ARFGAP1 inh
CCN(CC)S(=O)(=O)c1ccc(S(=O)(=O)N2CCN(C(=O)c3ccco3)CC2)cc1	-3	3	0	1	9	6	1	-9	3	2
COCCn1c(-c2ccc(OC)cc2)c(-c2ccc(OC)cc2)oc1=O	-4	-4	-2	-3	12	4	-6	-12	4	-7
O=CNC1(c2ccccc2)CCCCC1	4	4	2	8	-3	4	-14	6	-3	7
C1=CCC(/C=N/n2cnnc2)CC1 (stereo not drawn)	-2	8	-1	4	-12	2	3	4	-5	9
C#Cc1cc(N2CCN(C(=O)c3ccoc3)CC2)n2nc(-c3cccc(Cl)c3)cc2n1	-27	i	-253	i	-3	-3	i	6	-3	-4
Clc1ccccc1Cn1nnc2c(N3CCOCC3)nc(C3CC3)nc21	-7	1	-2	3	6	-1	-12	8	2	-6
O=C(CSc1ccc(-c2ccccn2)nn1)NC1CCCC1	1	2	-3	-3	0	-10	5	17	9	5
Cc1ccc(OCc2nnc(NC(=O)c3cccnc3)s2)cc1	2	-1	-2	-11	18	4	3	-1	4	6
COC(=O)C(Sc1ccc(Cl)cc1)C1SC(=S)N(Cc2ccccc2)C1=O (stereo not drawn)	-22	-10	1	-21	-4	-3	1	-5	-2	-12
CC(=O)c1ccc(NC(=O)c2noc(C(C)C)c2[N+](=O)[O-])cc1	-2	0	-11	0	4	6	4	0	10	-2
Fc1cccc(F)c1CSc1nc2ccccc2[nH]1	1	-3	-6	0	0	0	-5	1	-2	16
CCOc1ccc(Cl)cc1S(=O)(=O)NCc1ccccn1	10	5	-2	-1	-3	3	-4	2	8	10
CCC(CC)NC(=O)Cc1ccccc1OC	6	-1	-4	0	11	-6	2	-2	3	0
O=C(CCCN1C(=O)c2cccc3cccc(c23)C1=O)NCc1ccco1	0	-9	-26	-12	4	3	-89	-10	6	-1
c1ccc(Cn2c(NCc3ccccn3)nc3ccccc32)cc1	-2	3	-7	3	-12	-9	2	1	-1	-1
Nc1[nH]c(C(=O)c2ccccc2)c(-c2ccccc2Cl)c1C(=O)c1ccccc1	2	-15	-5	-19	-12	4	-15	-4	0	17
O=C(NCCCc1nc2ccccc2[nH]1)c1ccco1	7	2	-1	-3	-5	-4	-3	0	5	-1
COc1ccc(NC(=O)COC(=O)CC2CCCC2)cc1Cl	-7	-3	0	-5	-1	-2	1	8	2	13
CCOC(=O)c1csc(NC(=O)c2ccccc2)n1	5	5	-3	1	10	0	-4	0	-3	3
CC(OC(=O)Cn1ccccc1=O)C(=O)Nc1cc(Cl)cc(Cl)c1 (stereo not drawn)	3	5	2	-8	-5	3	-14	8	-4	3
COc1ccc(NS(=O)(=O)c2ccc(NS(C)(=O)=O)cc2)cc1	1	2	0	0	-4	-2	11	10	1	-2
COc1cc(OC)cc(C(=O)NCC(=O)OC2CCOC2=O)c1 (stereo not drawn)	1	1	0	-1	-3	13	-9	10	-6	11
COc1ccccc1CNC(=O)C1CC2Cn3c(nc4cc(Cl)c(Cl)cc43)C2N1C (stereo not drawn)	-1	7	7	2	-12	-3	7	7	-1	-8
CSc1nc(=S)n(-c2ccc([N+](=O)[O-])cc2)c(C)c1C(C)=O	0	2	1	-1	-8	1	3	-3	2	-13
O=C(Cn1c(=O)oc2ccccc21)Nc1ccc(Br)cc1	0	2	-2	-2	5	1	8	-1	3	-4

Only ADAM17 inh and DDE Tn7 FP inh, for 2 of the compounds above:
molecule,ADAM17 inh,DDE Tn7 FP inh
O=C(CSc1ccc(-c2ccccn2)nn1)NC1CCCC1,-3,9
C#Cc1cc(N2CCN(C(=O)c3ccoc3)CC2)n2nc(-c3cccc(Cl)c3)cc2n1,-253,-3

Full records, looked up by structure. Screens in order: SIAE inh	PLC-gamma1 inh	ADAM17 inh	PLC-beta3 inh	TDP2 inh	DDE Tn6 FP inh	ADAM10 inh	ASAP1 GAP inh	DDE Tn7 FP inh	ARFGAP1 inh
`O=C(Cn1c(=O)oc2ccccc21)Nc1ccc(Br)cc1` across the screens: 0	2	-2	-2	5	1	8	-1	3	-4
`COC(=O)C(Sc1ccc(Cl)cc1)C1SC(=S)N(Cc2ccccc2)C1=O` (stereo not drawn) across the screens: -22	-10	1	-21	-4	-3	1	-5	-2	-12
